# GALK inh: qHTS Assay for Inhibitors of Human Galactokinase (GALK) | Purified GALK, Kinase-Glo residual ATP luminescence | Potency, µM (doses to about 57.5 µM), for the others: top-dose activity change, negative = inhibition, hits mostly inhibitors | hit rate 0.007% among 270,000 | AID 1868, 2009; further: potency means the concentration at half of the fitted maximal effect; on the % scale 0 is the no-effect control and ±100 the full control effect
#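 5 nM enzyme, 35 uM ATP, 100 uM galactose, 20 mM HEPES pH8.0, 5 mM MgCl2; 1 h RT; residual ATP by Kinase-Glo Plus luminescence, qHTS format.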
# Tb PFK block: qHTS Assay to Find Inhibitors of T. brucei phosphofructokinase | ATP-dependent 6-phosphofructokinase (Trypanosoma brucei brucei), O15648 | T. brucei PFK, ADP-Glo luminescence | Potency, µM (top dose mostly 57.5 µM), for inactives: at the top dose activity, negative = inhibition, usual class: inhibitors | hit rate 0.17% among 330,000;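 further: potency means the concentration at half of the fitted maximal effect; 0% = uninhibited 1x PFK enzyme wells and -100% = no-enzyme wells; nearly all actives have a fitted effect of over 60% in size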
# Target sequence (O15648 whole entry, looked up): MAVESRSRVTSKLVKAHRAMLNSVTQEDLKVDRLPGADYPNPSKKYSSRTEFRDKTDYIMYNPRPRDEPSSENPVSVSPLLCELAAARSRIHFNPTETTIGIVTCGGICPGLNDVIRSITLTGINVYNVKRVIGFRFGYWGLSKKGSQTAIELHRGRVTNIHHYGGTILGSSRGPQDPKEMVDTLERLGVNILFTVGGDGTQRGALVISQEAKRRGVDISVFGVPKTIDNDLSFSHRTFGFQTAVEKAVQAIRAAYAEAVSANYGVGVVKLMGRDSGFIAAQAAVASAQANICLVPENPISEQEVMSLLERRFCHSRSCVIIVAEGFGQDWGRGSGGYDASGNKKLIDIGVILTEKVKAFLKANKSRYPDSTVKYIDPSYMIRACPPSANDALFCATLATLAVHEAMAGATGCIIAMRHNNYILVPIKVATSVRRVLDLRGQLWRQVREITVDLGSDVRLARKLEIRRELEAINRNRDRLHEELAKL
#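 PFK 1.25 nM, F6P 0.5 mM, ATP 0.1 mM, 0.1 M TEA pH 8.0, 5 mM MgCl2, 0.01% Tween20, 0.1% BSA; 45 min RT. ADP-Glo readout. qHTS titration up to 57 uM; curves fitted, compounds curve-classed.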
# Chronic BCR inh: qHTS Assay to Find Inhibitors of Chronic Active B-Cell Receptor Signaling; hit rate 0.05% among 340,000; ABC-DLBCL IkBa-CBG/CBR reporter, luminescence ratio, 4 h; AID 493014, 2011; Potency, µM (series often up to 46.1 µM), without a hit: top-dose ratio change, negative = lower green/red ratio, hits mostly inhibitors; active means well fitted inhibition curve with a large enough effect in the signal ratio, with a control signal flat, not every such curve was filed as active; inconclusive means small, poorly fitted or top-dose-only effect, or effect the other way, or a change in a side signal; the % refers to the signal ratio;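 further: potency means the concentration at half of the fitted maximal effect; plate controls were basal doxycycline-induced cells for no effect and cells given 10 µM MG132 for full effect; MG132 reads +100%, hits lower the ratio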
#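 Compounds up to 46 uM were incubated four hours with TMD8 cells whose green CBG68 luciferase is fused to IkappaBalpha; red CBR luminescence normalised the signal, and concentration-effect curves were fitted to fusion, red and ratio data.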
# FBPA coupling cs: qHTS Assay for Inhibitors of Fructose-1,6-bisphosphate Aldolase from Giardia Lamblia: Coupling assay counterscreen; coupling enzyme system counterscreen, AmpLite Red fluorescence; activity change, negative = inhibition, % at 58.2 µM, hits read low; hit rate 0.67% among 290,000; in the data active means activity change below about -30%; further: on the % scale 0 is the no-effect control and ±100 the full control effect
#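 Counterscreen of the coupled detection system alone, without aldolase: glyceraldehyde-3-phosphate coupling enzymes plus AmpLite Red readout. Compounds at 57.5 uM final, 10 min RT preincubation, 20 min RT reaction, fluorescence 525/598 nm.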
# TSG101-PTAP inh: qHTS Assay for Iinhibitors of HIV-1 Budding by Blocking the Interaction of PTAP/TSG101; Tumor susceptibility gene 101 protein (Homo sapiens), Q99816; 340,000 tested, under 10 active; Potency, µM (top dose mostly 115 µM), inactives show top-dose activity change, negative = inhibition, most hits filed as inhibitors; AID 493005, 2010; Fluorescence polarization, FITC-PTAP peptide / Tsg101 binding; active means well fitted inhibition curve with a large enough effect in the main read-out, with a control signal flat, not every such curve was filed as active; inconclusive means small, poorly fitted or top-dose-only effect, or effect the other way, or a change in a side signal; inactive means no such curve, though single readings can be large or run the other way; further: potency means the concentration at half of the fitted maximal effect; % of control where 0% means no effect
#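 FP read-out: FITC-PTAP peptide, 50 nM final, binding Tsg101 binding domain, 10 uM final; 20 min, r.t.; 10 mM HEPES pH 7.5, 0.15 M NaCl, 0.01% Tween 20, 3 mM EDTA, 0.1 mM TCEP.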
# Menin-MLL TR inh: qHTS Assay for Inhibitors Targeting the Menin-MLL Interaction in MLL Related Leukemias: Competition With Texas Red Labeled MLL-derived Mutant Peptide. O00255. Menin + Texas Red MLL mutant peptide, fluorescence polarization. Potency, µM (top dose mostly 61.6 µM), inactives show at the highest dose FP activity change, negative = inhibition, actives largely listed as inhibitors. hit rate 0.23% among 270,000; active means well fitted inhibition curve with a large enough effect in the polarisation, with a control signal flat, not every such curve was filed as active; inconclusive means small, poorly fitted or top-dose-only effect, or effect the other way, or a change in a side signal; inactive means no such curve, though single readings can be large or run the other way; the % refers to the polarisation; further: potency means the concentration at half of the fitted maximal effect; % of control where 0% means no effect; many of its hits are not listed in these tables
# Giardia kill: Small Molecules that selectively kill Giardia lamblia: qHTS. activity change, % at 7.66 µM, hits read low. Giardia lamblia trophozoite viability. hit rate 0.15% among 340,000; in the data active means activity change below about -80%; inconclusive means between about -30% and that limit;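 further: parasites exposed to compound for two days anaerobically before the ATP read; on the % scale 0 is the no-effect control and ±100 the full control effect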
#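 Giardia lamblia trophozoites (100 cells/well) were incubated with compounds for 48 h at 37 deg C under anaerobic conditions. Viability was read as ATP content by one-step luminescence after 15-30 min at room temperature.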
# Integrin act MD: qHTS for Activators of Integrin-Mediated Alleviation for Muscular Dystrophy. alpha7betagal myoblasts, beta-gal FDG fluorescence, 48 h. Potency, µM (doses to about 38.3 µM), for inactives: top-dose activation, actives largely listed as activators. hit rate 0.064% among 350,000. AID 624291, 2012;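 further: potency means the concentration at half of the fitted maximal effect; 100% = response of the positive control SU9516; nearly all actives have a fitted effect of over 60% in size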
#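 Alpha7betagal+/- myoblasts (passage 13) were plated 16-24 hr, then exposed to compounds (1:260 dilution of DMSO stock) for 48 hours at 37C. After MPER lysis, β-galactosidase reporter activity was read as FDG fluorescence (ex 480/em 540) after 30 minutes.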
# B2AR arrestin: qHTS assay of beta-arrestin-biased ligands of beta2-adrenergic receptor; Beta-2 adrenergic receptor (Homo sapiens), P07550; beta-arrestin recruitment to beta2AR, cell-based reporter; Potency, µM (doses to about 46.1 µM), inactives show at the highest dose activation, most hits filed as activators; hit rate 0.02% among 330,000;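 further: potency means the concentration at half of the fitted maximal effect; 0% = DMSO controls and full agonism = EC100 isoproterenol or metaproterenol; nearly all actives have a fitted effect of over 65% in size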
# ASM inhibitor: Inhibitors of Secretory Acid Sphingomyelinase (S-ASM): qHTS; Sphingomyelin phosphodiesterase (Homo sapiens), P17405; placental ASM, HMU-PC fluorogenic substrate, 60 min; Potency, µM (highest dose often 57.5 µM), inactives show at the highest dose activity change, negative = inhibition, actives largely listed as inhibitors; hit rate 0.006% among 340,000; AID 504937, 2011; further: potency means the concentration at half of the fitted maximal effect
#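 Human placenta-derived ASM preincubated with compound 10 min at room temperature, then reacted with 9 uM (final) fluorogenic HMU-PC substrate for 60 min at 37 C. Stop solution raises pH to 10; fluorescence read at Ex 386/Em 447 nm.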
# PKM2 act: qHTS Assay for Activators of Human Muscle isoform 2 Pyruvate Kinase | Pyruvate kinase PKM (Homo sapiens), P14618 | hit rate 0.34% among 260,000 | Potency, µM (highest dose often 57.5 µM), without a hit: at the top dose activation, usual class: activators | purified PKM2, Kinase-Glo ATP luminescence, activation; response scale: 0% is enzyme alone, no compound; further: potency means the concentration at half of the fitted maximal effect; on the % scale 0 is the no-effect control and ±100 the full control effect; nearly all actives have a fitted effect of over 55% in size
# Target sequence (P14618 whole entry, looked up, canonical isoform): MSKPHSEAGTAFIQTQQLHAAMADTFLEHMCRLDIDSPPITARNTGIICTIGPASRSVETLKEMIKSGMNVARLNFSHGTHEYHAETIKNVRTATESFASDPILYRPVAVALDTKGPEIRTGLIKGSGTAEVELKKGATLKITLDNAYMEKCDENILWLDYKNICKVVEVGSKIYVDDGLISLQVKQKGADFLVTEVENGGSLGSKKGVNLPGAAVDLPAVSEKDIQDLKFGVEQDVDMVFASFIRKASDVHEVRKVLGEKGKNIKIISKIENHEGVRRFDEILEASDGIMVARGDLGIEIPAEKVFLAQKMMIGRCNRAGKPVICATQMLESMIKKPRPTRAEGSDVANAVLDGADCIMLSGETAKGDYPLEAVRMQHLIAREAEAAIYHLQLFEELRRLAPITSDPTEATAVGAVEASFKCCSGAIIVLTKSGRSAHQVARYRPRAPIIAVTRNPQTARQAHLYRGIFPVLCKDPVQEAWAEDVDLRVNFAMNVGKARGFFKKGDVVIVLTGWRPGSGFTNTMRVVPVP
#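 Purified hPK-M2 (>95%) run at intermediate activity with 0.1 mM ADP and 0.5 mM PEP in 50 mM imidazole pH 7.2, KCl, MgCl2; 1 h room temperature. ATP formed read by Kinase-Glo luminescence; normalized to uninhibited and no-enzyme controls.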
# The depositor's hits bear a star; ? = inconclusive; · = not tested or not shown; [ ] = another dose, or the depositor's remark. Unless noted, the call rests on the fitted dose curve; in most records, active means well fitted curve in the direction sought with a large enough effect; inconclusive means small, poorly fitted or top-dose-only effect, or another doubt; inactive means no such curve, though single readings can be large; an effect the other way counts as inactive or inconclusive. The list is partial (hit frequency here may not be typical).
SMILES,GALK inh,Tb PFK block,Chronic BCR inh,FBPA coupling cs,TSG101-PTAP inh,Menin-MLL TR inh,Giardia kill,Integrin act MD,B2AR arrestin,ASM inhibitor,PKM2 act
CC(C)N1C(=O)CCC1C(=O)N1CCC(Cc2ccccc2)CC1 (centres undefined),·,-7%,-2%,1,-3%,7%,35[activator],22%,2.3%,5%,-5%
COc1cccc(CNC(=O)C2CCC(CNS(=O)(=O)c3cccc4nsnc34)CC2)c1 (centres undefined),3%,5%,-2%,5,0%,-7%,7,0%,0.3%,-1%,6%
Cc1nnc(NS(=O)(=O)c2ccc(Br)cc2)s1,3%,3%,0%,5,-6%,21%,-2,-7%,-3.9%,4%,0%
Cc1nc2ccc(NC(=O)c3ccc(S(=O)(=O)N4CCOCC4)cc3)cc2s1,0%,-4%,7%,1,-1%,10%,11,16%,-0.3%,-3%,-17%
COC(=O)[C@H](CCSC)NC(=O)Cn1cnc(C(=O)Nc2ccc(C)c(C)c2)n1,·,2%,-6%,·,0%,·,?,9%,-0.1%,-1%,·
Cc1ccc(N2CCCn3c2cc(C)c(C#N)c3=O)cc1Cl,0%,5%,-5%,-4,-12%,?,30,18%,-0.4%,13%,3%
Cc1ccc2cc(C=C(C#N)C#N)c(N3CCCCC3)nc2c1,-8%,-1%,3%,0,-25%,4%,-1,25%,-0.4%,-6%,1%
O=S(=O)(C(=CNc1ccccc1)S(=O)(=O)c1ccccc1)c1ccccc1,-1%,0%,-2%,0,0%,-11%,-15,0%,-0.8%,6%,-12%
Cc1[nH]c2ccc(Br)cc2c(=S)c1C/C=C/Cl,-4%,1%,2%,1,-3%,·,-5,1%,-0.1%,-6%,3%
Cn1cccc1C(=S)N1CCOCC1,0%,-1%,?,0,-5%,0%,-8,26%,-0.3%,0%,-3%
O=C(NC(=S)Nc1ccccc1)c1cncc(C#Cc2ccccc2)c1,0%,4%,3%,0,0%,·,-7,19%,-0.9%,-7%,7%
Cc1ccc(S(=O)(=O)N2C(=O)c3cccc4cccc2c34)cc1,0%,5%,?,-15,-3%,·,6,-17%,-0.6%,0%,11%

# Full records, quoted from the list. Screens in order: GALK inh, Tb PFK block, Chronic BCR inh, FBPA coupling cs, TSG101-PTAP inh, Menin-MLL TR inh, Giardia kill, Integrin act MD, B2AR arrestin, ASM inhibitor, PKM2 act
# Listed for Cn1cccc1C(=S)N1CCOCC1 → 0%, -1%, ?, 0, -5%, 0%, -8, 26%, -0.3%, 0%, -3%
# Listed for O=C(NC(=S)Nc1ccccc1)c1cncc(C#Cc2ccccc2)c1 → 0%, 4%, 3%, 0, 0%, ·, -7, 19%, -0.9%, -7%, 7%
# Listed for Cc1[nH]c2ccc(Br)cc2c(=S)c1C/C=C/Cl → -4%, 1%, 2%, 1, -3%, ·, -5, 1%, -0.1%, -6%, 3%
# Listed for Cc1ccc(N2CCCn3c2cc(C)c(C#N)c3=O)cc1Cl → 0%, 5%, -5%, -4, -12%, ?, 30, 18%, -0.4%, 13%, 3%

# (listing goes on)
SMILES,GALK inh,Tb PFK block,Chronic BCR inh,FBPA coupling cs,TSG101-PTAP inh,Menin-MLL TR inh,Giardia kill,Integrin act MD,B2AR arrestin,ASM inhibitor,PKM2 act
Cc1ccnc(SCC(=O)NC2CC2)n1,7%,-3%,0%,·,-4%,·,39[activator],-13%,-0.9%,0%,-5%
O=C(Nc1cc(Cl)cc(Cl)c1)C(NCC1CCCO1)c1ccccc1 (centres undefined),1%,-2%,?,2,-1%,-4%,4,-10%,-0.1%,-4%,5%
COc1ccccc1C(=O)NNC(=O)CCC(=O)NCc1ccccc1,2%,-29%,2%,1,-3%,5%,-4,-11%,-0.1%,·,0%
OCc1cc(-c2ccccn2)no1,·,-6%,2%,·,0%,·,5,19%,0.1%,6%,·
Cc1cc(Nc2ccc3c(c2)OCCO3)c2ccccc2n1,2%,2%,-10%,-1,-3%,-5%,3,0%,0.1%,5%,-14%
CCOC(=O)CN=C1CC(C)(C)CC2=C1Sc1ncnc(N(C)C)c1N2,0%,-27%,?,-47*,-1%,?,-5,-35%,0.3%,-6%,35%
O=C(NC1CCCCC1)c1cc(S(=O)(=O)N2CCCCC2)ccc1N1CCOCC1,·,-1%,0%,·,0%,·,0,10%,-0.8%,0%,·
CS(=O)(=O)N1N=C(c2cccs2)CC1c1ccc(F)cc1 (centres undefined),0%,-6%,-1%,-3,-2%,·,-10,18%,-0.1%,1%,-19%
Cc1ccc(-n2nc3c(=O)n(C(C)C(=O)NCc4ccc5c(c4)OCO5)nc(C)c3c2C)cc1 (centres undefined),-2%,0%,0%,6,-1%,?,30[activator],-25%,0.5%,-1%,·
Cc1cc(Cl)nc2ccc(Cc3ccc4nc(Cl)cc(C)c4c3)cc12,-2%,-3%,?,8,1%,-17%,1,-3%,-0.7%,-14%,17%
CCCCCN(C(=O)CCC(=O)OCc1cccc(Cl)c1)c1c(N)n(CCCC)c(=O)[nH]c1=O,·,-4%,8%,·,-1%,·,-18,5%,-0.2%,3%,·
CS(=O)(=O)Nc1ccc2c3c(cccc13)CC2,-1%,1%,0%,-8,-2%,5%,-14,-2%,-0.3%,0%,2%
CC[C@@H](C)[C@@H]1CN([C@@H](C)CN2CCC[C@H]2CN2C(N)=NC[C@H]2CC(C)C)C(=N)N1CCCC1CCCC1,·,-16%,-1%,·,2%,·,8,25%,-2.5%,7%,·
CCc1nnc(NC(=O)CSc2nnc(CNc3ccc(C)cc3)n2C)s1,7%,-1%,-1%,8,4%,-1%,-5,0%,-0.1%,4%,0%
Nc1c(C(=O)Nc2ccccc2)sc2nc3c(c(-c4ccco4)c12)CCCC3,-3%,-1%,?,0,-2%,11%,2,11%,-0.3%,114%,-3%
FC(F)Oc1cccc(NC(=S)N2CCN(c3ccccn3)CC2)c1,-1%,2%,1%,-11,4%,5%,-4,27%,-0.3%,0%,0%
COC(=O)c1scc(C)c1N/N=C(\C)c1ccc(F)cc1,-4%,-1%,-14%,-2,-13%,·,13,31%,-0.3%,127%[activator],-6%
COc1ccc2nc(NC(=O)c3ccc(Br)s3)sc2c1,0%,4%,?,-2,3%,?,-19,10%,0.1%,11%,0%
O=C(CSc1nnc(NC(=O)c2ccccc2C(=O)O)s1)Nc1ccccc1Cl,1%,-8%,5%,9,-3%,2%,-6,1%,-0.1%,-4%,0%
CCC(C)NCC(=O)Nc1ccc(S(N)(=O)=O)cc1 (centres undefined),-1%,-8%,2%,0,-3%,5%,13,-16%,-0.2%,1%,-1%
CCC(=O)Nc1ccc(C(=O)CSc2nnc(-c3ccc(O)cc3)n2CC2CCCO2)cc1 (centres undefined),3%,-1%,?,-1,-3%,-2%,7,-14%,-0.1%,2%,5%
Cc1nn(C)c(C)c1/C=N/NC(=O)CCn1nc(C)c([N+](=O)[O-])c1C,·,2%,0%,0,-1%,-2%,-13,2%,-0.3%,4%,-2%
CCC(C)[C@H](NC(=O)N1CCC(Cc2ccccc2)CC1)C(=O)O (some centres undefined),3%,-8%,3%,-4,-5%,?,-7,0%,-0.3%,3%,·
Cn1c(SCC(=O)Nc2ccc3c(c2)CCC3)nnc1C1CC1,·,3%,-3%,·,-2%,·,16,-8%,-0.1%,6%,·
Cc1ccc(NC(=O)CN2CCC(NC(=O)c3cccc(F)c3)CC2)cc1C,-1%,-4%,3%,3,-3%,?,-3,-20%,-0.6%,7%,-9%[11.5 µM]

# Source: PubChem BioAssay
